Assay outcomes from PubChem.
MEKK2 mut-MEK5: MEK5 binding signal on mutant MEKK2 PB1, primary screen, biochemical, multiplex bead flow cytometry, Alexa488-MEK5; Alexa488-MEK5 binding to MEKK2 mutant; percent response, % at 10 µM; actives 0.35% (n = 290,000); in the data active means percent response above about 24%, passing the limit was not always enough; further: inactives centre near 1; some results filed as inactive read as strong as hits; reference of the scale not given here
MEKK2wt PB1 HTS: modulators of MEK5 binding to wildtype MEKK2, primary screen, biochemical, multiplex bead flow cytometry, Alexa488-MEK5; Mitogen-activated protein kinase kinase kinase 2 (Homo sapiens), Q9Y2U5; Alexa488-MEK5 binding to MEKK2 WT; actives lie on both sides; binding response (% of control), % at 10 µM; actives 1.1% (n = 290,000); in the data active means binding response below about 67% or above about 130%
NALP1 yeast inh: NALP1 inflammasome inhibitors in reconstituted yeast, colorimetric, S. cerevisiae, triplicate retest; AID 2071, 2009; actives 0.61% (n = 280,000); S. cerevisiae NALP1/ASC/caspase-1 growth, X-gal OD620, 72 h; inhibition, % at 10 µM; in the data active means inhibition mostly above about 24%, no sharp cut-off; inactive means mostly below about 32%; further: some compounds called inactive have numbers as strong as hits
OXTR ag: human OXTR agonists, primary screen, fluorescence, CHO-OTR cells, Fluo-8 calcium. Oxytocin receptor (Homo sapiens), P30559. actives 0.32% (n = 320,000). AID 2435, 2010. Fluo-8 calcium fluorescence; normalized: DMSO 0%, oxytocin 100%. activation, % at 3 µM;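 active means activation above the mean of all tested compounds plus 3 SD, cutoff set per screening run, cut at about 20% in these data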;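 further: peak over basal fluorescence ratio from a 100 s FLIPR kinetic read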
PHOSPHO1 inh: PubChem AID 1565; actives 1.1% (n = 290,000); inhibition, % at 13.3 µM; Phosphoethanolamine/phosphocholine phosphatase (Homo sapiens), Q8TCT1; recombinant PHOSPHO1, absorbance phosphatase assay; in the data active means inhibition above about 60%
Target sequence (Q8TCT1 whole entry, looked up): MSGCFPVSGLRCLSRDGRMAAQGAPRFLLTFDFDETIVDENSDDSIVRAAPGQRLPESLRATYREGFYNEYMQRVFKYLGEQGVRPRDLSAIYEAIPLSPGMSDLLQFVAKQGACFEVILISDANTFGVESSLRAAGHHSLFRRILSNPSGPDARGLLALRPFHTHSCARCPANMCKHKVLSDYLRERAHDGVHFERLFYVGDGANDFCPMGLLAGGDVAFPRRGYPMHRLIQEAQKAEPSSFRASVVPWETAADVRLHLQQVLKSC
MEKK3 PB1 HTS: modulators of MEKK3-MEK5 PB1 binding, primary screen, biochemical, wildtype MEKK3, multiplex bead flow cytometry, Alexa488-MEK5 | actives 1.4% (n = 290,000) | bead-based flow cytometry, Alexa488-MEK5 binding to MEKK3; actives lie on both sides; 0 = blocked by unlabeled MEK5, 100 = vehicle | AID 1529, 2009 | binding response (% of control), % at 10 µM;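 active means binding response more than 3 SD above or below the average of its plate-row segment, actives on both sides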;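 further: Alexa488 bead fluorescence after subtracting the streptavidin-only scavenger bead signal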
Target sequence (Q99759 whole entry, looked up): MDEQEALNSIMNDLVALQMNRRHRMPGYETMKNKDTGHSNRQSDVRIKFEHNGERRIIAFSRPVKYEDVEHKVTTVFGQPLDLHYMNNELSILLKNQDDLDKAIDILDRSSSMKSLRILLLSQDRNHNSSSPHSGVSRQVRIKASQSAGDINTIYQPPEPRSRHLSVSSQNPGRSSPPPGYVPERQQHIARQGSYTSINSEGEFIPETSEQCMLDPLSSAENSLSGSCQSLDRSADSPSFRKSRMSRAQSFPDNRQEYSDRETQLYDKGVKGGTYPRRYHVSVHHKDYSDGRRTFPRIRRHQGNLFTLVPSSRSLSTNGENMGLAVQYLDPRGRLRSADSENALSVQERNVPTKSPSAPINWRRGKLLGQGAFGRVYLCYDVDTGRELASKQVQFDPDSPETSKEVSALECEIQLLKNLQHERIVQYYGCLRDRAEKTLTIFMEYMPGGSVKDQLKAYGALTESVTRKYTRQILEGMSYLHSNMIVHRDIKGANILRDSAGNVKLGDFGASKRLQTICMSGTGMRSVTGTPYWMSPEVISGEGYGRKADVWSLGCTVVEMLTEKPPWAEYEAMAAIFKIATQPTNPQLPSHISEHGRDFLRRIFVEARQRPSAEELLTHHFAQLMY
DNA FID counter: compounds displacing fluorescent DNA intercalator, primary screen, artefact control for HCV NS3 helicase inhibitor project, biochemical, FID fluorescence. inhibition, % at 7.9 µM. AID 1845, 2009. DNA fluorescent intercalator displacement. actives 0.17% (n = 290,000); in the data active means inhibition above about 37%;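 further: 0% = vehicle and 100% = reference compound; higher means more ethidium bromide displaced from hairpin DNA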
GPR7 antagonist: GPR7 receptor antagonists, primary screen, cell-based, fluorescence, single concentration; Neuropeptides B/W receptor type 1 (Homo sapiens), P48145; GPR7-expressing cells, fluorescence antagonist assay; inhibition, % at 4.4 µM; actives 1.1% (n = 290,000); in the data active means inhibition above about 16%, passing the limit was not always enough;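 further: cells stimulated with the agonist NPW; 0% = agonist with vehicle and 100% = vehicle without agonist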
M18AAP inhibitor: PfM18AAP inhibitors, malaria aminopeptidase, primary screen, biochemical, QFRET, recombinant enzyme; M18 aspartyl aminopeptidase (Plasmodium falciparum 3D7); H-Glu-NHMec fluorogenic cleavage; inhibition, % at 7.35 µM; actives 1.2% (n = 290,000); AID 1822, 2009;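 active means inhibition above the campaign mean inhibition over all tested compounds plus 3 SD, cut at about 28% in these data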;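 further: 0% = plate median of test compound wells and 100% = 2 mM ZnCl2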
An asterisk follows results filed as active; nt = not tested or not shown. An unsorted share of the library; any-hit rate near 6.2%.

#1 Cc1ccc(C(O)(C(=O)NNS(=O)(=O)c2ccc(C)cc2)c2ccc(C)cc2)cc1
#2 CC12CCC(C/C1=N/OC(=O)c1cccc([N+](=O)[O-])c1)C2(C)C (stereo not given)
#3 COc1ccc(/C=C/C(=O)c2ccc3c(c2)OCO3)c(OC)c1
#4 CC(C)(CO)CNC(=O)CCc1nnc(C2(c3ccc(Cl)cc3)CCC2)o1
#5 O=C(CSc1nnc(-c2ccccc2)o1)NC1CCS(=O)(=O)C1 (stereo not given)
#6 CC(C)(C)NC(=O)c1ccc(C(=O)NC(C)(C)C)cc1
#7 O=C(O)C1C2CCC(O2)C1C(=O)Nc1cnn(Cc2ccccc2)c1 (stereo not given)
#8 O=C(OCCN1CCCCC1)c1cc2ccccc2o1
assay / entry	1	2	3	4	5	6	7	8
MEKK3 PB1 HTS	96	100	95	100	100	107	106	103
NALP1 yeast inh	16	13	31	2	31	6	4	51
GPR7 antagonist	-7	-5	-1	2	-11	-13	-5	-1
PHOSPHO1 inh	-2	-10	-5	48	9	18	8	16
MEKK2wt PB1 HTS	97	99	97	98	109	100	105	105
DNA FID counter	-25	2	-10	-10	-1	-1	-1	-15
M18AAP inhibitor	3	1	5	-2	-6	-3	-3	5
OXTR ag	-0.5	-2.7	-0.5	-0.5	-1.2	nt	-0.5	1.7
MEKK2 mut-MEK5	1	1	-2	-4	-1	6	3	3

Among those listed so far, these contain nitrogen in an aromatic ring.
#4 CC(C)(CO)CNC(=O)CCc1nnc(C2(c3ccc(Cl)cc3)CCC2)o1
#5 O=C(CSc1nnc(-c2ccccc2)o1)NC1CCS(=O)(=O)C1 (stereo not given)
#7 O=C(O)C1C2CCC(O2)C1C(=O)Nc1cnn(Cc2ccccc2)c1 (stereo not given)
assay / entry	4	5	7
MEKK3 PB1 HTS	100	100	106
NALP1 yeast inh	2	31	4
GPR7 antagonist	2	-11	-5
PHOSPHO1 inh	48	9	8
MEKK2wt PB1 HTS	98	109	105
DNA FID counter	-10	-1	-1
M18AAP inhibitor	-2	-6	-3
OXTR ag	-0.5	-1.2	-0.5
MEKK2 mut-MEK5	-4	-1	3

Next section.
#9 COCCCNC(=O)c1ccc2c(c1)ncn2-c1ccc(C)cc1C
#10 CC(=O)c1cccc(OCc2cc(C(=O)N3C[C@H]4CC[C@H]3C4)no2)c1
#11 CC(C)c1ccc(CN(C(=O)c2cc3ccccc3oc2=O)C2CCS(=O)(=O)C2)cc1 (stereo not given)
#12 CCc1c(C)nc(SCC(=O)c2ccc(C)c(C)c2)[nH]c1=O
#13 Cc1ccc(CNc2nc(-c3cccnc3)nc3ccccc23)cc1
#14 O=C(C1CCCCN1S(=O)(=O)c1ccccc1[N+](=O)[O-])N1CCOCC1 (stereo not given)
#15 Cc1ccc2oc(-c3cccc(N)c3)nc2c1
#16 O=C(NC1CCCC1)c1ncn[nH]1
assay / entry	9	10	11	12	13	14	15	16
MEKK3 PB1 HTS	102	103	100	95	104	107	97	106
NALP1 yeast inh	0	8	7	3	10	-12	16	18
GPR7 antagonist	0	-3	-1	-11	-16	-19	-14	-6
PHOSPHO1 inh	34	37	8	15	-13	-29	-7	-17
MEKK2wt PB1 HTS	103	101	96	96	115	104	96	109
DNA FID counter	-38	-41	-28	-15	-21	-4	-9	2
M18AAP inhibitor	6	-7	1	2	0	0	5	8
OXTR ag	3.9	7.5	2.1	3.0	-0.9	2.5	-0.6	0.1
MEKK2 mut-MEK5	4	3	2	-3	0	-1	-4	0

#17 COc1cc(/C=N/NC(=S)NCCN2CCOCC2)cc(OC)c1OC
#18 CC(Sc1nncn1C)C(=O)Nc1cc(C(F)(F)F)ccc1N1CCOCC1 (stereo not given)
#19 O=C(c1ccc2c3c(cccc13)CC2)C1CCCN(Cc2cccnc2)C1 (stereo not given)
#20 CCCOC(=O)c1ccc2c(c1)C(=O)N(c1ccccc1)C2=O
#21 C(=C\c1ccco1)/C=N/n1cnnc1
#22 CCc1ccc(CNC(=O)CCc2nnc(Cc3cccc(C(F)(F)F)c3)o2)nc1
#23 Nc1nnc(SCC(=O)c2ccccc2)s1
#24 CCOc1ccc(C2C3=C(CCCC3=O)Nc3nc(C(F)(F)F)nn32)cc1OC (stereo not given)
assay / entry	17	18	19	20	21	22	23	24
MEKK3 PB1 HTS	96	79	98	96	104	103	107	103
NALP1 yeast inh	22	7	18	-9	22*	2	11	5
GPR7 antagonist	-2	-9	-5	2	-1	-13	-8	-1
PHOSPHO1 inh	-3	-26	29	9	23	37	25	-1
MEKK2wt PB1 HTS	93	84	107	97	109	102	107	103
DNA FID counter	-6	-9	-2	3	-4	-30	4	-2
M18AAP inhibitor	-5	-9	3	-8	58*	-9	15	5
OXTR ag	-0.5	0.4	1.6	1.8	-0.2	-0.8	-0.3	0.2
MEKK2 mut-MEK5	-3	-3	-2	1	5	-1	11	2

#25 N#Cc1sc2nc(-c3ccccc3)cc(-c3ccco3)c2c1N
#26 COc1ccc(/C=C(/NC(=O)c2cccc([N+](=O)[O-])c2)C(=O)O)cc1
#27 COc1ccc(-c2cn(-c3ccccc3)nc2C(=O)O)cc1OC
#28 COc1ccc(CC(=O)Nc2cc(Cl)ccc2N2CCCC2)cc1
#29 Cc1ccc(OCc2cc(C(=O)NC(C)Cc3cccnc3)no2)cc1C (stereo not given)
#30 CN(Cc1ccc(F)cc1Cl)S(=O)(=O)c1cccs1
#31 O=C1CCCN1CCCNc1ccc(S(=O)(=O)N2CCCCC2)cn1
#32 CC(C(=O)Nc1ccc(N2CCOCC2)cc1)N1C(=O)c2ccccc2C1=O (stereo not given)
assay / entry	25	26	27	28	29	30	31	32
MEKK3 PB1 HTS	95	104	108	103	101	100	102	93
NALP1 yeast inh	40	-10	-7	13	-9	13	16	1
GPR7 antagonist	-6	2	-12	-3	-15	7	-13	-3
PHOSPHO1 inh	-18	-10	33	12	26	23	-37	38
MEKK2wt PB1 HTS	89	94	112	101	99	94	105	95
DNA FID counter	-4	-10	-8	-22	-41	-15	-14	2
M18AAP inhibitor	5	-1	1	19	6	-5	-6	3
OXTR ag	1.1	0.5	0.4	-1.6	6.7	-1.9	0.4	1.5
MEKK2 mut-MEK5	-1	-11	14	3	2	4	2	-1

#33 CCc1cc(C(=O)N/N=C/c2ccc(O)cc2)c2ccccc2n1
#34 COc1ccc(S(=O)(=O)N2CCC(NC(=O)N3CCOCC3)CC2)cc1
#35 O=C(NCc1cccc(CNC(=O)c2ccco2)c1)c1ccco1
#36 CC(=O)c1ccc(Cc2cnc(N)s2)cc1
#37 CC(=O)Nc1cccc(NC(=O)Nc2cccc3ccccc23)c1
#38 COc1cc(/C=N/NC(=O)c2ccncc2)ccc1OCC(=O)Nc1cccc([N+](=O)[O-])c1
#39 FC(F)(F)c1ccc(CN2C[C@@H]3C(c4ccc(Cl)nc4)C4(c5cccnc5)CC3(C4)[C@H]2c2ccccc2)cc1 (stereo not given in full)
#40 COc1ccc(CCn2c(O)cc3nn(-c4nc5ccccc5s4)c(=O)c-3c2C)cc1
assay / entry	33	34	35	36	37	38	39	40
MEKK3 PB1 HTS	95	97	99	100	99	99	110	102
NALP1 yeast inh	6	11	-10	11	3	17	nt	nt
GPR7 antagonist	4	-9	-11	15	6	8	nt	-14
PHOSPHO1 inh	12	-29	-3	10	23	6	31	36
MEKK2wt PB1 HTS	94	96	98	100	102	94	108	93
DNA FID counter	-8	-7	-1	0	-14	-9	nt	-30
M18AAP inhibitor	9	7	-10	1	-1	2	nt	-2
OXTR ag	-1.1	-0.7	0.4	-0.2	0.2	0.2	-1.4	-1.5
MEKK2 mut-MEK5	-3	-3	3	-3	-1	-12	9	-1

#41 O=C(O)CCCn1c(=O)[nH]c2ccccc2c1=O
#42 CCOC(=O)N1CCC(Nc2c(N3CCN(c4cc(Cl)ccc4C)CC3)c(=O)c2=O)CC1
#43 CN(CC(=O)N1CCN(c2ccccn2)CC1)S(=O)(=O)c1cccc2nsnc12
#44 CC(O)c1nc2ccccc2n1CC(=O)Nc1ccc2c(c1)OCCO2 (stereo not given)
#45 COc1ccc(C2CC(C(F)(F)F)n3ncc(C(=O)NCc4cccnc4)c3N2)cc1OC (stereo not given)
#46 Cc1n(C)c2cc(Cl)ccc2[n+]1Cc1ccccc1
#47 CCCN1CCN(C(=O)C2CCN(S(=O)(=O)c3ccc4c(c3)NC(=O)C(C)S4)CC2)CC1 (stereo not given)
#48 Cc1ccc(-c2nnc(NC(=O)c3c(F)cccc3Cl)s2)cc1
#49 O=C(CSC1CN(C(c2ccccc2)c2ccccc2)C1)N/N=C/c1ccccc1
#50 COc1ccccc1-n1c(SCC(=O)NC(C)(C)C)nc(O)cc1=O
#51 Cc1cccc(OCC(=O)Nc2ccccc2N2CCN(C(=O)C(C)C)CC2)c1C
assay / entry	41	42	43	44	45	46	47	48	49	50	51
MEKK3 PB1 HTS	109	97	83	103	108	102	100	104	108	102	109
NALP1 yeast inh	9	-12	13	-14	5	-38	22	1	6	17	-2
GPR7 antagonist	8	-5	-5	-11	2	7	0	-5	-20	-10	-11
PHOSPHO1 inh	14	7	-12	8	-7	-44	44	25	15	-6	14
MEKK2wt PB1 HTS	108	95	85	98	114	95	51*	99	101	105	105
DNA FID counter	2	-2	-13	-2	-22	14	-5	-10	-17	-46	1
M18AAP inhibitor	8	4	-1	-18	0	-3	0	1	-10	1	-4
OXTR ag	-0.9	-0.1	0.7	-0.1	-0.8	-0.4	1.6	1.4	-3.2	1.0	-1.0
MEKK2 mut-MEK5	4	5	-3	-3	3	2	25*	4	3	2	3

Grouped by structure: the compounds so far containing a thiophene ring, fused or not (two)
#25 N#Cc1sc2nc(-c3ccccc3)cc(-c3ccco3)c2c1N
#30 CN(Cc1ccc(F)cc1Cl)S(=O)(=O)c1cccs1
assay / entry	25	30
MEKK3 PB1 HTS	95	100
NALP1 yeast inh	40	13
GPR7 antagonist	-6	7
PHOSPHO1 inh	-18	23
MEKK2wt PB1 HTS	89	94
DNA FID counter	-4	-15
M18AAP inhibitor	5	-5
OXTR ag	1.1	-1.9
MEKK2 mut-MEK5	-1	4
